Pf Dd2 inh: Plasmodium falciparum Dd2 growth inhibition | 4.3% of 120,000 active | AID 1347417 | P. falciparum Dd2 growth, SYBR Green, 72 h | Potency, µM (top dose mostly 28.9 µM), inactives show top-dose activity, negative = inhibition, actives largely listed as inhibitors; active = well fitted inhibition curve with a large enough effect; inconclusive = small, poorly fitted or top-dose-only effect; inactive = no such curve, though single readings can be large or run the other way;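 note: plate controls were DMSO vehicle for no effect and reference drug for full effect; nearly all actives have a fitted effect of over 65% in size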
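Infected erythrocytes (Dd2, 0.3% parasitemia, 2.5% hematocrit final) are added to compound in RPMI-1640/Albumax II medium, grown 72 h at 37C in low oxygen, then lysed with saponin/Triton-X containing SYBR Green and read by fluorescence.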
* hit, by the source's call; i = inactive; ? = inconclusive; [ ] = remark or other dose. Potency is the fitted concentration of half-maximal effect.

entry	compound	Pf Dd2 inh
1	COCCN1CC(CO)C2(CCN(C(=O)CCn3cc(C)cn3)CC2)C1 (stereo not given)	4%
2	CCc1ccc(C(=O)c2cnc3ccc(F)cc3c2S(=O)(=O)c2ccccc2)cc1	11µM*
3	CCN1C(=O)c2ccccc2S(=O)(=O)c2ccc(C(=O)NCc3ccccc3)cc21	?
4	O=C(NCCc1ccccc1)c1cnc2c(c1)N(C(=O)Cc1cccc(C(F)(F)F)c1)CCC2	i
5	COCc1cc(N2CCN(Cc3ccccc3C#N)CC2)ncn1	-2%
6	NC(=O)c1cccc2[nH]c([C@H]3CCN(Cc4ccccn4)C3)nc12	?
7	CCOc1ccc(C(=O)Nc2ccc(-c3nnc4n3CCCC4)cc2)cc1	?
8	CCOC(=O)c1ccccc1NC(=O)Cn1c(=O)n(-c2ccc(CC)cc2)c(=O)c2c(C)c(C(=O)N(C)C)sc21	-21%
9	CCN1c2cc(C(=O)Nc3cc(F)cc(F)c3)ccc2C(=O)N2CCCCCC21 (stereo not given)	-5%
10	O=C(Cc1cccc(F)c1)N1C[C@@H](CO)[C@H](c2nc(C3CC3)no2)C1	20%
11	Cn1c(=O)c(=O)n(C)c2cc(S(=O)(=O)N3CCN(c4ccc(F)cc4)CC3)ccc21	-15%
12	CCOCC(=O)N1CCCN(C(=O)C2CC2)c2ccccc21	14%
13	CN1CCCCC(CC(=O)Nc2ccc(N3CCOCC3)cc2)C1=O (stereo not given)	16%
14	COc1ccccc1C(=O)N1CCC2(CNc3ccccc3[S+](=O)([O-])N2)C1 (stereo not given)	i
15	Cc1cn2nnc(C(=O)N3CCC(C(=O)Nc4cccc(Cl)c4)CC3)c2c(=O)[nH]1	i
16	COc1ccc(NC(=O)[C@@H]2C[C@@H](c3ccc(F)cc3)N(Cc3ccccc3)C2)cc1OC	10µM*
17	CC(=O)Nc1cccc(NC(=O)CSc2nccn2Cc2ccc3c(c2)OCO3)c1	i
18	COc1ccc(-c2cc(N3CCN(C(=O)c4cccc(Br)c4)CC3)n[nH]2)cc1	-5%
19	O=C(c1cc(-c2ccccc2)nc2ccccc12)N1CCOCC(CO)C1 (stereo not given)	-2%
20	O=C1NCCOCCN(C(=O)c2ccccn2)[C@H]2CCC[C@@H]12	i
21	CN(Cc1cc(-c2ccccc2)on1)C(=O)c1cn(Cc2ccc(F)cc2)nn1	3%
22	COc1ccc(OC2CN(C(=O)c3ccc(C(F)(F)F)cc3)C2)cc1	60%[activator]
23	Cc1ccc(C)c(S(=O)(=O)N2C[C@@H](F)C[C@H]2C(=O)N2CCCCC2)c1	-1%
24	Cc1cccc(C(=O)Nc2ccc(-c3nc4ccccc4s3)cc2Cl)c1	?
25	O=c1[nH]c(C2CCCN(Cc3cccc(-c4ccsc4)c3)C2)nc2ccc(F)cc12 (stereo not given)	?
26	CN(Cc1cccnc1)C(=O)CCC[C@@H]1[C@H]2CCCN3CCC[C@@H](CN1C(=O)c1cccnc1)[C@@H]23	12%
27	Cn1nc(-c2nncn2CC2CC2)c2c1CCN(C(=O)Cc1c[nH]c3ccccc13)C2	?
28	Cc1noc(-c2ccc(OC3CN(C(=O)CC4CCCC4)C3)cc2)n1	48%[activator][5.79 µM]
29	Cc1nccn1CC(=O)N[C@@H]1CN(Cc2ccccn2)C[C@H]1CO	19%
30	COc1ccc(-c2cc(OC(=O)c3ccc(Cl)cc3)c3c(C)oc(C)c3c(=O)c2)cc1	?
31	CN1CCCCCCN(C(=O)c2cccn2C)[C@H]2CCC[C@H]2C1=O	?
32	CN(C)c1ccc(CN[C@H]2CC(C)(C)[C@@H]3C[C@@](C)(O)CC[C@]23CCC(=O)NCc2cccnc2)cc1	-10%
33	Cc1cc(Cl)ccc1NC(=O)C1CN(S(C)(=O)=O)CC12CCCCC2 (stereo not given)	-19%
34	CN(Cc1ccccc1)C1CCOc2ccccc21 (stereo not given)	-11%[44.1 µM]
35	COc1ccc(OC2CCN(C(C)=O)CC2)c(C(=O)N2C[C@@H]3CCC[C@H]2C3)c1	-11%
36	CCN1CCN(C(=O)c2c(C)nn(-c3ccc(F)cc3)c2-n2cccc2)CC1	?
37	Cc1ccc(C(=O)N2CCC3(CC2)N(c2ccccc2)C(=O)CS3(=O)=O)cc1F	-25%
38	CC(C)N1CCN(C(=O)c2cc3c(=O)[nH]c(-c4ccccc4)cn3n2)CC1	?
39	CCOc1ccc(NC(=O)N2CCC(N3CCCCC3)CC2)cc1	12%
40	COC(=O)[C@@H]1Cc2c([nH]c3ccccc23)[C@H]2C[C@@H](NCCCn3ccnc3)C[C@@H](c3cccc(Cl)c3)N21	2.2µM*
41	COCCNC(=O)[C@@H]1C[C@H](Oc2ccccc2)CN1C(=O)c1ccc(OC)cc1OC	16%
42	CCOC(=O)c1sc2ccccc2c1S(=O)(=O)Nc1cc(OC)ccc1OC	53%[activator]
43	Cc1cc(Oc2c(C(F)(F)F)oc3c(CN4CCC(C)CC4)c(O)ccc3c2=O)cc(C)c1Cl	0.45µM*
44	CN1CC(=O)N(C2CCC2)Cc2c1ncnc2N1CCC(O)CC1	-1%[44.1 µM]
45	COC1C(=O)N(c2cccc(F)c2)C12CCN(C(=O)C1CCCC1)CC2 (stereo not given)	i
46	COc1cccc(N2CCN(C(=O)c3cc4c(s3)CN(C3CCCC3)C4)CC2)c1	?
47	Cc1cnc(-c2ccccc2)n1CCNC(=O)c1cccnc1	i
48	COc1ccc(-c2noc([C@@H]3C[C@@H](O)CN3Cc3cccc(C#N)c3)n2)cc1	?
49	COC(=O)c1cc(C)nc2c1c(=O)nc(SCc1cc(C)ccc1C)n2C1CC1	i
50	CN(C)c1cccc(C(=O)NC2CCN(c3cc(-c4ccc(Cl)cc4)[nH]n3)C2)c1 (stereo not given)	7.9µM*
51	O=C(c1ccncc1)N1CCC(Cc2nc(C3CC3)n[nH]2)CC1	-5%
52	CN(Cc1noc(C2CCCC2)n1)C(=O)Cn1ncc2ccccc2c1=O	-16%
53	CC[C@H]1CN(C(=O)c2ccc(F)cc2)CC[C@H]1CC(=O)Nc1ccccc1	?
54	COc1ccccc1CC(=O)N1CCc2c(nc3cc(-c4ccccc4Cl)[nH]n3c2=O)C1	i
55	Cc1cccc(CN2C[C@@H](C(=O)O)C[C@H](C(=O)N3CCN(C)CC3)C2)n1	-6%
56	O=C(c1ccc(F)cc1Cl)N1CCC2(CC1)NC(=O)N(Cc1ccccc1)C2=O	6%

(further entries)
entry	compound	Pf Dd2 inh
57	CCOc1ccc(OCC)c(NC(=O)C2CCN(S(=O)(=O)c3cn(C)cn3)CC2)c1	19%
58	O=C(Cc1ccc(NC(=O)N2CCSc3ncccc32)cc1)NCc1ccccc1	37%[activator]
59	Cc1noc(C)c1CN1CCN(c2ccc(F)cc2)CC1	-13%
60	CCC(=O)N(C1CCOCC1)C1CCN(S(=O)(=O)c2ccccc2CC)CC1	i
61	COc1ccc(NC(=O)CSc2nc3ccccc3n2CC(=O)N(C)C2CCCCC2)cc1	?
62	Cc1ncc(Cl)c(C(=O)N2CCCn3nc(CO)cc3C2)n1	4%
63	O=C(CCn1cncn1)N1CCC2(CC1)[C@H](O)C[C@@H]2OCCO	-6%
64	CCOC(=O)c1c(S(=O)(=O)N2CCC(C(=O)Nc3cccc(C#N)c3)CC2)c(C)n(C)c1C	62%[activator]
65	CN(C)S(=O)(=O)N1CCC(c2cc(-c3ccccc3)n[nH]2)CC1	i[5.79 µM]
66	O=C(c1ccc2c(c1)N(Cc1ccc(Cl)cc1)C(=O)c1ccccc1S2(=O)=O)N1CCOCC1	-6%
67	O=C1OCC2(CCN(Cc3ccn[nH]3)C2)N1Cc1ccccc1 (stereo not given)	-9%[44.1 µM]
68	Cc1cccc(C(=O)N2CCCC(c3noc(COc4ccccc4F)n3)C2)c1 (stereo not given)	i
69	Cc1nc(-c2ccc(C(F)(F)F)cc2)cc([C@H]2CN3CC[C@H]2C[C@@H]3CNC(=O)c2ccco2)n1	?
70	O=[S+]1([O-])NC2(CCN(Cc3ccoc3)CC2)COc2ccccc21	-20%
71	O=C(NC1CC1)C1COC2(CCN(C(=O)c3ccc(F)cc3)CC2)N1C(=O)c1cccc(F)c1 (stereo not given)	?
72	Cc1ccccc1N1CCN(C(=O)c2cc3n(n2)CC(c2ccc(Cl)cc2)OC3)CC1 (stereo not given)	i
73	Cc1n[nH]c(C)c1CN1C[C@@H](CO)[C@H](NC(=O)c2ccccc2)C1	i
74	COc1ccccc1NC(=O)c1nc(SCc2ccc(F)cc2)ncc1Cl	4%
75	COc1cccc(NC(=O)CSC2=Nc3ccccc3C3=NC(CC(=O)NCc4ccc5c(c4)OCO5)C(=O)N23)c1 (stereo not given)	-14%
76	O=C(Cc1ccccn1)N1CCC2(CC1)CCN(Cc1cccs1)c1ccccc1O2	?
77	CCOc1ccc(-c2cc3c(=O)n(CCNC(=O)c4ccc(F)c(F)c4)ccn3n2)cc1	16%
78	Cc1cccc(C(=O)N2C(C(=O)NCc3ccco3)COC23CCN(C(=O)c2ccco2)CC3)c1 (stereo not given)	-15%
79	COc1ccccc1C1SCC(=O)Nc2c1c(C)nn2-c1cccc(C)c1 (stereo not given)	-17%
80	O=[S+]1([O-])NC2(CCN(Cc3ccsc3)C2)COc2ccncc21 (stereo not given)	?
81	COc1ccc(-c2noc(COc3cc(C)ccc3C)n2)cc1OC	-24%
82	O=C(COc1ccccc1)N[C@@H]1C[C@H](Cn2cc(C3CC3)nn2)[C@@H](O)[C@H]1O	-7%[44.1 µM]
83	O=C1OC[C@@H]2CCN(Cc3cnc4ccccc4c3)Cc3ccc(F)cc3N12	5.6µM*
84	COc1ccc(S(=O)(=O)N(CC(=O)NCc2ccccc2)c2ccc(C)cc2)cc1OC	15%
85	COCCc1noc(C2Cc3ccccc3N2C(=O)NCC(=O)OC)n1 (stereo not given)	i[5.79 µM]
86	O=C1COc2ccc(-c3ccsc3)nc2CN1Cc1ccccc1	-5%[44.1 µM]
87	O=C(NCC1CCCO1)c1ccc(-c2ccc(N3CCSCC3)nc2)cc1 (stereo not given)	i
88	O=C(c1ccc(Cn2cccn2)o1)N1CCOCC(O)(CN2CCCC2)C1 (stereo not given)	-5%
89	CN1CCN(Cc2cn3c(=O)n(C)cc(-c4ccccc4F)c3n2)CC1	-17%[44.1 µM]
90	COc1ccc(Cl)cc1C(C(=O)O)N1CCCN(c2ncccn2)CC1 (stereo not given)	-12%
91	COc1ccc(CNC(=O)Cc2coc3ccc(C(C)C)cc23)cc1	-16%
92	Cc1cc2c(=O)c(C(=O)c3ccncc3)cn(CC(=O)Nc3cccc(C)c3C)c2cc1C	i
93	CN1CCN(c2nc3c(c(=O)[nH]2)CCN(Cc2ccc4cc[nH]c4c2)CC3)CC1	i[5.79 µM]
94	CC1=C[C@@H](CNS(=O)(=O)c2ccc(F)cc2)[C@H](C(C)C)C[C@H]1CC(=O)NCCN(C)C	?
95	Cc1noc(C)c1-c1cc2cc(C(C)C)oc2c(N(C)CCN(C)C)n1	?
96	Cn1c(NCCCO)nc2c1c(=O)n(Cc1cccc(F)c1)c(=O)n2C	i
97	Cc1nccn1C(C)C(=O)NCc1cccnc1N(C)Cc1ccccc1 (stereo not given)	?
98	CCOc1ccc(S(=O)(=O)Nc2ccc3oc(C)c(C(=O)OCCOC)c3c2)cc1	-15%
99	Cc1ccccc1S(=O)(=O)N1CCC2(CC1)CC1C(=O)NCCN1C2 (stereo not given)	?
100	CN1CCc2[nH]nc(C(=O)N[C@H](c3ccccn3)C3CC(O)C3)c2C1 (stereo not given in full)	-6%
101	O=C(Cn1cc(S(=O)(=O)Cc2ccccc2Cl)c2ccccc21)Nc1ccc(F)cc1F	i
102	COc1cccc(-c2csc(-c3c(N)c(C(=O)c4ccc5c(c4)OCO5)n4ccccc34)n2)c1	?
103	COCC(=O)N1CCN(C(=O)Nc2ccccc2)C[C@@H]1C(=O)N[C@@H](Cc1ccc(OC)cc1)C(=O)OC	?
104	O=C(COc1ccccc1)N(Cc1cccnc1)c1nc2ccc(Cl)cc2s1	-21%

Next section; the last seven above are carried over.
entry	compound	Pf Dd2 inh
98	CCOc1ccc(S(=O)(=O)Nc2ccc3oc(C)c(C(=O)OCCOC)c3c2)cc1	-15%
99	Cc1ccccc1S(=O)(=O)N1CCC2(CC1)CC1C(=O)NCCN1C2 (stereo not given)	?
100	CN1CCc2[nH]nc(C(=O)N[C@H](c3ccccn3)C3CC(O)C3)c2C1 (stereo not given in full)	-6%
101	O=C(Cn1cc(S(=O)(=O)Cc2ccccc2Cl)c2ccccc21)Nc1ccc(F)cc1F	i
102	COc1cccc(-c2csc(-c3c(N)c(C(=O)c4ccc5c(c4)OCO5)n4ccccc34)n2)c1	?
103	COCC(=O)N1CCN(C(=O)Nc2ccccc2)C[C@@H]1C(=O)N[C@@H](Cc1ccc(OC)cc1)C(=O)OC	?
104	O=C(COc1ccccc1)N(Cc1cccnc1)c1nc2ccc(Cl)cc2s1	-21%
105	O=C(NCCC1CCN(C(=O)Nc2cc(F)cc(F)c2)CC1)c1ccc2nc[nH]c2c1	?
106	COCCNC(=O)[C@@H]1C[C@H](Oc2cccnc2)CN1C(=O)c1cnc(C)cn1	15%
107	C=CCN1CCN(C(=O)c2nnn3cc(-c4ccccc4)[nH]c(=O)c23)CC1	-1%
108	C=C(C)COc1ccccc1C(=O)NC(C(=O)O)c1c(C)n[nH]c1C (stereo not given)	15%
109	COc1cc2c(cc1OC)n(CC(=O)c1cc(C)ccc1C)c(=O)n1nc(CCn3nc(C)cc3C)nc21	74%[activator]
110	COCCNc1cc(-c2noc([C@@H]3CCCN3CC(C)C)n2)ccn1	?
111	Cc1nc2cc(C(=O)O)ccc2n1-c1ccc(C(C)C)cc1	72%[activator]
112	CCS(=O)(=O)c1ncc(CN(C)CCOc2ccc(C)cc2)n1Cc1ccccc1	?
113	CCn1cc(CN2CCCC(c3nc(-c4cnccn4)no3)CCNC(=O)CC2)c(C)n1 (stereo not given)	i

Only part of the results is shown (hit frequency here may not be typical).
